Screening results from PubChem BioAssay.
FBPA coupling cs – inhibits coupling enzyme system, counter-screen for aldolase hits; coupling enzyme system counterscreen, AmpLite Red fluorescence; activity change, negative = inhibition, % at 58.2 µM, hits read low; 290,000 compounds, 0.67% hits; AID 2472; in the data active = activity change below about -30%
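Final compound at 57.5 uM, incubated 10 min at RT with coupling enzyme reagent (glyceraldehyde-3-phosphate), then 20 min with substrate and AmpLite Red detection. Fluorescence read at 525/598 nm; tests interference with the coupling assay, not aldolase inhibition.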
B2AR arrestin – recruits beta-arrestin to the human beta2-adrenergic receptor. Potency, µM (titrated, usually from 46.1 µM), for inactives: at the highest dose activation, actives largely listed as activators. beta-arrestin recruitment to beta2AR, cell-based reporter. 330,000 compounds, 0.02% hits. AID 492947;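 note: potency is the fitted concentration of half-maximal effect; 0% = DMSO controls and full agonism = EC100 isoproterenol or metaproterenol; nearly all actives have a fitted effect of over 65% in size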
KCNH2 WT inh – blocks the wildtype human KCNH2 potassium channel | activity change, % at 1.84 µM | U2OS, BacMam KCNH2, thallium flux FluxOr; active compounds read low | Q12809 | AID 720551 | 340,000 compounds, 0.37% hits;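 active = maximum activity change below -70%; inconclusive = maximum activity change between -70% and -50%; inactive = maximum activity change above -50%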
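U2OS cells transduced with wild-type KCNH2 virus are loaded with FluxOr dye for 45 min, and thallium flux is measured in kinetic reads before and after stimulation buffer. Rate constants are normalized to DMSO controls.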
GALK inh – inhibitors of human galactokinase | Potency, µM (titrated, usually from 57.5 µM), for the others: at the top dose activity change, negative = inhibition, usual class: inhibitors | P51570 | Purified GALK, Kinase-Glo residual ATP luminescence | 270,000 compounds, 0.007% hits; note: potency is the fitted concentration of half-maximal effect
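Luminescence from leftover ATP (Ultra-Glo luciferase/luciferin) served as read-out after a 1 h room-temperature reaction of 5 nM GALK with 35 uM ATP and 100 uM galactose.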
USP2a inh – blocks human ubiquitin-specific protease USP2a; O75604; USP2 core, Ub-CHOP2 coupled fluorogenic reporter, 485/531; Potency, µM (top dose mostly 38.3 µM), without a hit: top-dose activity change, negative = inhibition, hits mostly inhibitors; 330,000 compounds, 0.01% hits;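 note: potency is the fitted concentration of half-maximal effect; plate controls were DMSO wells for no effect and full inhibition by NEM control for full effect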
Target sequence (O75604 whole entry, looked up): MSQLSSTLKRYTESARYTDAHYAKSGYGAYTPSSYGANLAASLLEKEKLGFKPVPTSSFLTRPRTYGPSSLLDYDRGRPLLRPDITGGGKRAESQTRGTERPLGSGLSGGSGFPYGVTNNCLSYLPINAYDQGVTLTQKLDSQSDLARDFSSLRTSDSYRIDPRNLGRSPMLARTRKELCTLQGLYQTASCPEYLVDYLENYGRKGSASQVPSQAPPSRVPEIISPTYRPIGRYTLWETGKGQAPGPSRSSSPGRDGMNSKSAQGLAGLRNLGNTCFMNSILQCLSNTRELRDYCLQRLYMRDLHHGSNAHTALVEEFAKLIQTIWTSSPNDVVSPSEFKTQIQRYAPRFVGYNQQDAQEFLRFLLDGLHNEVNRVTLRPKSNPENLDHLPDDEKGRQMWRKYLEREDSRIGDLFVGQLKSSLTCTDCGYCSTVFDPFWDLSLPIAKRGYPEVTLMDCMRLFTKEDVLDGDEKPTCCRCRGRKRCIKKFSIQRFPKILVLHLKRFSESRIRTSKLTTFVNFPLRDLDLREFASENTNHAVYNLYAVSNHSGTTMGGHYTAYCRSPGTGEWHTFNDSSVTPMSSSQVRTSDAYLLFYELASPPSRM
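Deubiquitinase activity read as fluorescence (485/531 nm) after Ub-CHOP2 cleavage activates the enterokinase reporter on its substrate; USP2 core 10nM, Ub-CHOP2 and substrate 25nM each, 30min compound preincubation then 60min RT; data normalized to NEM, curves fitted.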
BCR signal inh – blocks chronic active B-cell receptor signaling; 340,000 compounds, 0.05% hits; AID 493014; ABC-DLBCL IkBa-CBG/CBR reporter, luminescence ratio, 4 h; Potency, µM (doses to about 46.1 µM), without a hit: at the highest dose ratio change, negative = lower green/red ratio, most hits filed as inhibitors; active = well fitted inhibition curve with a large enough effect in the signal ratio, with a control signal flat, not every such curve was filed as active; inconclusive = small, poorly fitted or top-dose-only effect, or effect the other way, or a change in a side signal; the % refers to the signal ratio;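 note: potency is the fitted concentration of half-maximal effect; plate controls were basal doxycycline-induced cells for no effect and cells given 10 µM MG132 for full effect; MG132 reads +100%, hits lower the ratio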
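Doxycycline induced both beetle luciferases in TMD8 lymphoma cells; IKK-driven degradation limits the IkappaBalpha-fused green signal, while red luminescence normalises for cell number and nonspecific effects. Compounds tested up to 46 uM, 4 hrs.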
Eya2 phos inh – Eya2 (human) phosphatase inhibition; Potency, µM (series often up to 76.9 µM), for the others: at the highest dose activity, negative = inhibition, usual class: inhibitors; 330,000 compounds, 0.006% hits; AID 488837; recombinant Eya2, OMFP fluorescence dephosphorylation (OMFP is methylfluorescein phosphate); note: potency is the fitted concentration of half-maximal effect
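Eya2 protein (added as 0.2 uM solution) was preincubated with compound for 10 min at ambient temperature in 50 mM HEPES pH 7.5, 50 mM NaCl, 5 uM MgCl2, 0.05% BSA, 1 mM DTT. OMFP (added at 50 uM) then reacted 10 min; fluorescence read at 485/525 nm.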
uPA surface inh – blocks generation of uPA at the cell surface; Potency, µM (doses to about 38.3 µM), inactives show top-dose activity change, negative = inhibition, actives largely listed as inhibitors; 330,000 compounds, 0.31% hits; AID 540303; cell surface uPA generation assay, qHTS; active = well fitted inhibition curve with a large enough effect; inconclusive = small, poorly fitted or top-dose-only effect; inactive = no such curve, though single readings can be large or run the other way; tested in mouse RAW 264.7 cells; note: potency is the fitted concentration of half-maximal effect; nearly all actives have a fitted effect of over 55% in size
KCNH2 3.1 block – KCNH2 3.1 (human) potassium channel inhibition; U2OS KCNH2 3.1, thallium flux FluxOr; active compounds read low; activity change, % (tested at about 1.8 µM); 340,000 compounds, 0.95% hits;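 active = maximum activity change below -70%; inconclusive = maximum activity change from -70% to -50%; inactive = maximum activity change above -50%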;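 note: thallium influx rate constant from kinetic fluorescence after stimulation buffer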
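U2OS cells transduced with KCNH2 3.1 mutant virus (1.77 x 10^8 /mL, 4 h), plated overnight at 37 C, loaded 45 min with FluxOr dye plus Red40 quencher. Thallium flux rate constant from kinetic reads after stimulation buffer, normalised to controls.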
Giardia kill – Giardia lamblia killing; Giardia lamblia trophozoite viability; 340,000 compounds, 0.15% hits; AID 540267; activity change, % at 7.66 µM, hits read low; in the data active = activity change below about -80%; inconclusive = between about -30% and that limit;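 note: parasites exposed to compound for two days anaerobically before the ATP read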
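Giardia lamblia trophozoites (100 cells/well) were incubated with compounds for 48 h at 37 deg C under anaerobic conditions. Viability was read as ATP content by one-step luminescence after 15-30 min at room temperature.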
PKM2 act – increases activity of human pyruvate kinase M2; purified PKM2, Kinase-Glo ATP luminescence, activation; response scale: 0% is enzyme alone, no compound; 260,000 compounds, 0.34% hits; Potency, µM (series often up to 57.5 µM), for the others: at the top dose activation, hits mostly activators; note: potency is the fitted concentration of half-maximal effect; nearly all actives have a fitted effect of over 55% in size
Target sequence (P14618 whole entry, looked up): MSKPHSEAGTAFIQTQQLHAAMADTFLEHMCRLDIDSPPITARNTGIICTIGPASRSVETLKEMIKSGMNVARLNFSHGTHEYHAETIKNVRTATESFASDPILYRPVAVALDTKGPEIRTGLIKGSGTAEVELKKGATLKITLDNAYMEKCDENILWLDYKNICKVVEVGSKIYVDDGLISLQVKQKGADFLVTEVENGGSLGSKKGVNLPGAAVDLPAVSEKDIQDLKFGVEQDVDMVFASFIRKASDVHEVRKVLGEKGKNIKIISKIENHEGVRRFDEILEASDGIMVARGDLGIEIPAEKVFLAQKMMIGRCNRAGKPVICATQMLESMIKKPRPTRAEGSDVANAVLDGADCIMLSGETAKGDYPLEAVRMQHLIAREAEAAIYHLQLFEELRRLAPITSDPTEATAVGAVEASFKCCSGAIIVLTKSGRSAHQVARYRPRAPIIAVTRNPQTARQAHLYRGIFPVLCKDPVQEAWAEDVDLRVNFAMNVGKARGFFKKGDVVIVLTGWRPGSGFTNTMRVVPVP
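ATP formation by purified human PK-M2, quantified via coupled luciferase luminescence after 1 h at room temperature with 0.1 mM ADP and 0.5 mM PEP final.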
Active calls of the source: *; & = joins results of further samples. Unless noted, calls come from the whole dose curve; as a rule, active = well fitted curve in the direction sought with a large enough effect; inconclusive = small, poorly fitted or top-dose-only effect, or another doubt; inactive = no such curve, though single readings can be large; an effect the other way counts as inactive or inconclusive. Unless noted, % is set by controls: 0 for no effect and ±100 for the full control effect.

`COc1ccc(-c2nnc(SCC#N)o2)cc1` gave FBPA coupling cs 2.9, B2AR arrestin -0.5%, KCNH2 WT inh -2.5, GALK inh 1.6%, USP2a inh 0.8%, BCR signal inh 7.7%, Eya2 phos inh -0.9%, uPA surface inh -0.7%, KCNH2 3.1 block 9.6, Giardia kill 4.6 and PKM2 act -0.1%.
Screening CC(C)CN(CC(C)C)C(=O)Nc1cccc([N+](=O)[O-])c1 returned FBPA coupling cs 2.4, B2AR arrestin 0.3%, KCNH2 WT inh -9.5, GALK inh 2.3%, USP2a inh 1.4%, BCR signal inh inconclusive, Eya2 phos inh 6.3%, uPA surface inh -0.2%, KCNH2 3.1 block -4.4, Giardia kill -7.6 and PKM2 act -20.1%.
Cc1ccc(C(=O)NNC(=O)C(C)Oc2ccccc2F)cc1S(=O)(=O)N1CCOCC1 (configuration not stated) was read as B2AR arrestin 0.4%, KCNH2 WT inh -10.9, USP2a inh 1.0%, BCR signal inh 7.9%, Eya2 phos inh 9.3%, uPA surface inh -10.0%, KCNH2 3.1 block -14.6 and Giardia kill 6.0.
`Cc1ccc(N(C(=O)CCC(=O)Nc2ccccn2)C(C(=O)NC(C)C)c2ccc(F)cc2)cc1` (configuration not stated) gave FBPA coupling cs 1.2, B2AR arrestin -0.5%, KCNH2 WT inh -1.6, GALK inh 2.4%, USP2a inh 0.9%, BCR signal inh 0.0%, Eya2 phos inh 12.3%, uPA surface inh -21.8%, KCNH2 3.1 block -5.1 and Giardia kill -11.9.
`c1ccc(N2CCN(Cc3nc4ccccc4[nH]3)CC2)nc1` gave FBPA coupling cs -3.7&3.2, B2AR arrestin 0.2%, KCNH2 WT inh 2.7, GALK inh -3.3%, USP2a inh 0.7%, BCR signal inh inconclusive, Eya2 phos inh 0.0%, uPA surface inh -1.8%, KCNH2 3.1 block -8.1, Giardia kill 13.2 and PKM2 act -9.2%&-3.6%.
For C=CCOc1ccc(/C=C2\SC(=S)N(C(C(=O)O)c3ccccc3)C2=O)cc1 (configuration not stated) the results were FBPA coupling cs -1.6, B2AR arrestin 0.5%, KCNH2 WT inh 0.7, GALK inh -6.5%, USP2a inh -0.9%, BCR signal inh inconclusive, Eya2 phos inh 4.5%, uPA surface inh 1.4%, KCNH2 3.1 block -3.1, Giardia kill 4.7 and PKM2 act -4.1%.
`COc1cc(C(=O)Oc2ccccc2/C=N/NC(=O)c2ccc(C)c(Cl)c2)cc(OC)c1OC` gave FBPA coupling cs -0.2, B2AR arrestin 0.0%, KCNH2 WT inh -3.5, GALK inh -0.1%, USP2a inh -0.5%, BCR signal inh -20.5%, Eya2 phos inh 1.6%, uPA surface inh -3.4%, KCNH2 3.1 block 9.7, Giardia kill -2.9 and PKM2 act -1.1%.
Screening COc1ccc(NC(=O)CSc2nc3ccccc3c(=O)n2CCC(=O)N2CCCCC2)cc1 returned FBPA coupling cs -0.3, B2AR arrestin -0.4%, KCNH2 WT inh 1.9, GALK inh 0.4%, USP2a inh -0.2%, BCR signal inh 0.6%, Eya2 phos inh -12.1%, uPA surface inh 6.0%, KCNH2 3.1 block -5.8, Giardia kill 16.2 and PKM2 act -0.5%.
For O=[N+]([O-])c1ccc(C2Nc3cccc4cccc(c34)N2)cc1 the results were FBPA coupling cs -16.0, B2AR arrestin -0.6%, KCNH2 WT inh 0.0, GALK inh -1.2%, USP2a inh 2.4%, BCR signal inh -5.5%, Eya2 phos inh -1.1%, uPA surface inh 2.9%, KCNH2 3.1 block -2.3, Giardia kill -2.4 and PKM2 act -1.9%.
COCCn1c(-c2cccc([N+](=O)[O-])c2)nc2c1c(=O)[nH]c(=O)n2Cc1ccccc1 was read as FBPA coupling cs -0.9, B2AR arrestin 0.3%, KCNH2 WT inh 5.3, GALK inh -1.7%, USP2a inh -1.4%, BCR signal inh inconclusive, Eya2 phos inh 1.6%, uPA surface inh -5.1%, KCNH2 3.1 block -12.9, Giardia kill 14.4 and PKM2 act -1.0%.
Screening C=CCc1cc(C=O)cc(OC)c1OCc1c(Cl)cccc1Cl returned FBPA coupling cs 1.0, B2AR arrestin -1.9%, KCNH2 WT inh 12.1, GALK inh 0.4%, USP2a inh 0.0%, BCR signal inh 1.1%, Eya2 phos inh 3.3%, KCNH2 3.1 block -17.0, Giardia kill 11.0 and PKM2 act 5.3%.
`Cc1ccc(N2C(N)=NC(N)=NC23CCCC3)c(C)c1` gave FBPA coupling cs 6.2, B2AR arrestin 0.5%, KCNH2 WT inh 0.0, GALK inh 0.1%, USP2a inh 2.2%, BCR signal inh 1.5%, Eya2 phos inh 7.7%, uPA surface inh 1.0%, KCNH2 3.1 block -5.8, Giardia kill -0.4 and PKM2 act -8.7%.
O=C(Nc1cccc(Cl)c1N1CCCCC1)c1ccc2c(c1)OCCO2 was read as FBPA coupling cs -0.2, B2AR arrestin 0.3%, KCNH2 WT inh -3.9, GALK inh -0.9%, USP2a inh -0.1%, BCR signal inh -2.0%, Eya2 phos inh -1.4%, uPA surface inh 16.6%, KCNH2 3.1 block -22.3, Giardia kill 10.3 and PKM2 act 4.1%.
`CC(=O)NCCCC(=O)NN1C(=S)N(Cc2ccccc2)C(=O)C1CC(=O)Nc1cccc(C)c1` (configuration not stated) gave FBPA coupling cs 2.4, B2AR arrestin 0.2%, KCNH2 WT inh 0.9, GALK inh 0.9%, USP2a inh -1.1%, BCR signal inh -3.0%, Eya2 phos inh -10.7%, uPA surface inh -4.7%, KCNH2 3.1 block 2.7, Giardia kill 12.1 and PKM2 act 1.7%.
For CC(O)CNc1nc2c(c(=O)n(Cc3ccccc3)c(=O)n2C)n1C (configuration not stated) the results were FBPA coupling cs 0.8, B2AR arrestin 0.3%, KCNH2 WT inh 1.4, GALK inh 5.5%, USP2a inh 1.6%, BCR signal inh 6.2%, Eya2 phos inh 11.4%, uPA surface inh 4.8%, KCNH2 3.1 block 12.4 and Giardia kill -2.7.
`Cc1cc(C)cc(NC(=O)c2ccc(CNc3c(N4CCCC4)c(=O)c3=O)cc2)c1` gave FBPA coupling cs -1.4, B2AR arrestin -0.2%, KCNH2 WT inh -5.3, USP2a inh -1.8%, BCR signal inh -1.1%, Eya2 phos inh -2.4%, uPA surface inh -0.2%, KCNH2 3.1 block -2.0, Giardia kill -23.7 and PKM2 act 0.0%.
Screening Cn1c(O)c(C=NC(CC(N)=O)C(=O)O)c(=O)n(C)c1=O (configuration not stated) returned FBPA coupling cs 3.1, B2AR arrestin -1.4%, GALK inh 0.1%, USP2a inh 1.9%, BCR signal inh 1.2%, Eya2 phos inh 3.6% and PKM2 act -3.8%.
For CCN(CC)S(=O)(=O)c1ccc2c(c1)N(CC(=O)NCc1ccccn1)C(=O)CO2 the results were FBPA coupling cs 3.7, B2AR arrestin -0.4%, KCNH2 WT inh -15.2, GALK inh -0.1%, USP2a inh -0.4%, BCR signal inh inconclusive, Eya2 phos inh 8.9%, uPA surface inh 4.9%, KCNH2 3.1 block 15.9, Giardia kill -7.0 and PKM2 act -1.0%.
For O=S(=O)(c1ccc(Oc2ccc(Br)cc2F)nc1)N1CCCCC1 the results were FBPA coupling cs -0.7, B2AR arrestin 0.5%, KCNH2 WT inh -6.7, GALK inh -3.4%, USP2a inh 0.5%, BCR signal inh -0.3%, Eya2 phos inh 10.0%, uPA surface inh -0.2%, KCNH2 3.1 block -1.8, Giardia kill 0.4 and PKM2 act 0.6%.
For Cc1c(Cl)cccc1-n1ccnc1SCC(=O)O the results were FBPA coupling cs 9.3, B2AR arrestin -0.4%, KCNH2 WT inh 4.4, GALK inh 0.0%, USP2a inh -0.3%, BCR signal inh 0.2%, Eya2 phos inh 7.7%, uPA surface inh 0.2%, KCNH2 3.1 block -0.2, Giardia kill -9.0 and PKM2 act -0.2%.
Screening Cc1ccc(-c2nnc(N3CCN(C(=O)c4ccco4)CC3)c3ccccc23)cc1 returned FBPA coupling cs 5.5, B2AR arrestin -0.6%, KCNH2 WT inh 0.1, GALK inh 1.8%, USP2a inh 1.4%, BCR signal inh -1.9%, Eya2 phos inh -1.2%, uPA surface inh 0.8%, KCNH2 3.1 block -15.6, Giardia kill -3.9 and PKM2 act 8.3%.
For Cc1cccc(-n2c(-c3csc(C)c3C)n[nH]c2=S)c1 the results were FBPA coupling cs 2.0, B2AR arrestin 0.3%, KCNH2 WT inh -6.1, GALK inh 3.3%, USP2a inh 6.2%, BCR signal inh -5.5%, Eya2 phos inh -2.0%, uPA surface inh 3.2%, KCNH2 3.1 block -9.0, Giardia kill 6.6 and PKM2 act -0.1%.
`O=[N+]([O-])c1ccc(O)c(CN2CCCCCC2)c1` gave FBPA coupling cs 0.5, B2AR arrestin -0.4%, KCNH2 WT inh -10.4, GALK inh 4.9%, USP2a inh -0.3%, BCR signal inh 3.2%, Eya2 phos inh 0.9%, uPA surface inh 16.5%, KCNH2 3.1 block -3.9, Giardia kill -1.9 and PKM2 act 0.7%.
`O=c1c2ccccc2nc(CSc2nnnn2-c2ccccc2)n1-c1ccccc1Cl` gave FBPA coupling cs 4.8, B2AR arrestin -1.3%, KCNH2 WT inh -2.0, GALK inh 0.5%, USP2a inh 1.0%, BCR signal inh 5.7%, Eya2 phos inh 1.3%, uPA surface inh 3.4%, KCNH2 3.1 block -3.4, Giardia kill 6.4 and PKM2 act -17.7%.
